Screens: PubChem, several laboratories
SIAH1 antagonists = Siah-1 peptide-binding antagonists, primary screen, biochemical, fluorescence polarization, rhodamine-plectin, uHTS (AID 1817). E3 ubiquitin-protein ligase SIAH1 (Homo sapiens). Siah-1 / rhodamine-plectin peptide fluorescence polarization; higher % means a stronger effect. displacement, % at 20 µM, or IC50 in µM where a hit was titrated. 290,000 compounds, 0.02% hits;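 active means displacement of at least 50% at 20 µM, with a fluorescence ratio check between 0.3 and a set limit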;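 further: plate controls were Siah plus tracer with DMSO for no effect and tracer alone without Siah for full effect; strong numbers were not always called active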
XIAP displacement = XIAP antagonists, biochemical, IAP family, fluorescence polarization (AID 1018). E3 ubiquitin-protein ligase XIAP (Homo sapiens). XIAP BIR domain, fluorescence polarization peptide displacement; higher % means a stronger effect. displacement, % at 20 µM, or IC50 in µM where a hit was titrated. 200,000 compounds, 0.007% hits; in the data active means displacement above about 50%; further: a part of the inactive calls stands beside numbers as strong as those of hits
human PMI inhibitors = human PMI inhibitors, high substrate, primary screen, biochemical, fluorescence intensity, high mannose 6-phosphate (AID 1220). recombinant PMI enzyme, coupled fluorescence intensity; higher % means a stronger effect. one-dose inhibition, % at 20 µM; IC50 in µM for titrated hits. 190,000 compounds, 0.66% hits; in the data active means inhibition above about 50%
P. falciparum M1AAP = P. falciparum M1AAP inhibitors, biochemical, fluorogenic H-Leu-NHMec substrate, 1536-well (AID 1445); Aminopeptidase N (Plasmodium falciparum (isolate 3D7)); recombinant M1AAP, H-Leu-NHMec fluorogenic kinetic assay; higher % means a stronger effect; inhibition, % at 30 µM; hits with a dose series show IC50 in µM; 220,000 compounds, 0.42% hits;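 active means primary inhibition above the hit cutoff, then over 50% inhibition at one or more dose response concentrations, cut at about 23% in these data, passing the limit was not always enough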;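 further: plate controls were DMSO full reaction for no effect and no enzyme background for full effect; strong numbers were not always called active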
West Nile antiviral = West Nile virus antiviral activity, cell-based, CPE readout (AID 1621); 290,000 compounds, 0.02% hits; West Nile virus-infected cells, CPE inhibition; higher % means a stronger effect; CPE inhibition, % at 10 µM; hits with a dose series show IC50 in µM; in the data active means a potency from the dose series; further: strong numbers were not always called active
Salmonella PhoP GFP = inhibitors of PhoP regulon expression, primary screen, Salmonella Typhimurium, GFP reporter (AID 1863) | S. Typhimurium PhoP-regulated promoter GFP reporter, 4 h; higher % means a stronger effect | one-dose inhibition, % at 50 µM; IC50 in µM for titrated hits | 300,000 compounds, 0.16% hits;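 active means inhibition over 29.93%, a cutoff 3 SD above the screen mean, later confirmed by dose response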;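 further: 0% = low Mg2+ inducing control and 100% = high Mg2+ repressing control; strong numbers were not always called active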
Yfh1-off respiration = enhancers of respiration in Yfh1-depleted yeast, dose response, Friedreich's ataxia, plus single-dose screen (AID 1465). S. cerevisiae Yfh1-off respiration, WST-1 reduction, 72 h; higher fold induction means a stronger effect. fold induction at 50 µM, or EC50 in µM where a hit was titrated. 220,000 compounds, 0.074% hits;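 active means fold induction of absorbance versus untreated yeast above a set limit, then at least 30% activation at any dose in follow-up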;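 further: activators that raise dye reduction in frataxin-depleted yeast; strong numbers were not always called active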
CSM14.1 death rescue = rescue of cells from ER stress-induced death, primary screen, 384-well, CSM14.1, thapsigargin, ATP luminescence (AID 1222); CSM14.1 thapsigargin-induced death rescue, ATP luminescence; higher % means a stronger effect; one-dose cellular ATP content (survival), % at 20 µM; EC50 in µM for titrated hits; 190,000 tested, under 10 active;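 active means EC50 below 50 µM in the dose-response confirmation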;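 further: death triggered by thapsigargin at about 15 µM added after 2 h compound pretreatment; cell ATP read after overnight thapsigargin exposure of roughly 18 to 22 hours; normalized against plate controls of thapsigargin alone and 5% DMSO vehicle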
M17LAP inhibition = P. falciparum M17LAP inhibitors, primary screen, biochemical, fluorogenic H-Leu-NHMec substrate, 1536-well (AID 1619) | recombinant M17LAP, H-Leu-NHMec fluorogenic kinetic assay; higher % means a stronger effect | one-dose inhibition, % at 30 µM; IC50 in µM for titrated hits | 220,000 compounds, 0.38% hits;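 active means compound inhibiting the enzyme by more than half at any dose during confirmatory dose-response retesting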;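 further: plate controls were full reaction with DMSO carrier for no effect and no enzyme background for full effect; strong numbers were not always called active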
* hit, by the source's call; i = inactive; . = no result given.

1) CC(NC(N)=O)C12CC3CC(CC(C3)C1)C2 (stereo unspecified)
2) Cc1sc(NC(=O)Cc2ccc3c(c2)OCO3)nc1-c1ccc2c(c1)CCN2C(=O)c1ccc(F)cc1
3) O=C(Cc1c(F)cccc1Cl)N1CCN(C(=O)c2ccco2)CC1
4) Cc1cc(=O)[nH]c(SCC(=O)Nc2ccc(F)cc2)c1C#N
5) COc1ccc(CN(C)C(=O)CCl)cc1
6) CC1(C)Cc2cccc(OCC(=O)N3CCN(S(=O)(=O)c4ccc(F)cc4)CC3)c2O1
7) Fc1ccc(/C=C2\CCCC3=C2Nc2ncnn2C3c2ccc(F)cc2)cc1 (stereo unspecified)
8) CCC(=O)NCc1c(C)c(C)n(Cc2ccccc2)c1-n1cccc1
compound no. | 1 | 2 | 3 | 4 | 5 | 6 | 7 | 8
SIAH1 antagonists | -2% | 8% | 4% | 2% | -1% | 3% | 4% | 3%
XIAP displacement | -17% | -2.4% | 5.1% | -5.1% | -0.9% | -3.5% | -5.0% | -1.2%
human PMI inhibitors | 7% | 11% | 9% | 8% | -13% | -1% | 5% | -4%
P. falciparum M1AAP | 4% | -10% | -3% | 11% | 0% | 5% | 6% | 1%
West Nile antiviral | 0.4% | -0.8% | 0.2% | 0.6% | -0.9% | -0.5% | -2.5% | 0.2%
Salmonella PhoP GFP | -6% | -1% | 0% | -8% | 10% | 10% | 9% | 4%
Yfh1-off respiration | i | i | i | i | i | i | i | i
CSM14.1 death rescue | 0.6% | -1.4% | 0.4% | -4.0% | 0.8% | -1.1% | 1.8% | .
M17LAP inhibition | 1% | 4% | -4% | 4.1µM* | -4% | -5% | 9% | -20%

9) Cc1cc(C)c2c(c1)cc(C)c1nnc(SCC(=O)N3CCCc4ccccc43)n12
10) COc1ccc(C2C=C(c3ccc(C)cc3)Nc3ncnn32)cc1 (stereo unspecified)
11) O=C(CCc1ccccc1)NNC(=O)c1ccco1
12) COC(=O)C1C(=O)c2c([nH]c(C(=O)OC3CCCC3C)c2C)CC1C (stereo unspecified)
13) CCCCc1nc(SCCOC)c2c(=O)n(C)c(=O)n(C)c2n1
14) COc1cc(NC(=O)c2ccc(Cl)cc2)c(OC)cc1NC(=O)CN1CCCCC1
15) Cc1nc(CSc2nsc(C)c2C#N)cs1
16) O=C(CNC(=O)Cn1ccc2ccccc2c1=O)NCCCN1CCN(c2cccc(Cl)c2)CC1
compound no. | 9 | 10 | 11 | 12 | 13 | 14 | 15 | 16
SIAH1 antagonists | -3% | -2% | 3% | 7% | 13% | 3% | -2% | -4%
XIAP displacement | -2.6% | -6.3% | -4.9% | -3.7% | -2.5% | -2.9% | -6.9% | -9.5%
human PMI inhibitors | 13% | -18% | 8% | 12% | 5% | 16% | -15% | -5%
P. falciparum M1AAP | 6% | 17% | 2% | 2% | 6% | 9% | 6% | 0%
West Nile antiviral | -0.9% | . | 1.0% | 0.1% | -0.9% | -0.7% | . | -0.2%
Salmonella PhoP GFP | -2% | 3% | -1% | 11% | -6% | 1% | -7% | 7%
Yfh1-off respiration | i | . | i | i | i | i | . | i
CSM14.1 death rescue | 4.3% | -1.0% | 0.6% | . | 0.0% | 4.0% | -1.3% | -1.5%
M17LAP inhibition | 4% | -21% | -1% | -12% | -1% | 6% | 6% | 2%

17) Cc1ccc(C)c(NS(=O)(=O)c2cc(C(=O)NCc3ccco3)ccc2C)c1
18) CN(C)C(=O)c1cn(N(C)c2ncc(C(F)(F)F)cc2Cl)c(=O)c2ccccc12
19) COc1ccc(-c2nnc(N(C)C(=O)c3ccno3)s2)cc1
20) O=[N+]([O-])c1cccc(COc2ncnc3cc([N+](=O)[O-])ccc23)c1
21) CC1(C)CN(c2ccc(CC#N)cc2)C1=O
22) CCN1CCCC1CNc1ncnc2c1[nH]c1ccc(F)cc12 (stereo unspecified)
23) Cc1cc(Oc2ccccc2)nc(N)n1
24) COc1cc(C(=O)OCC(=O)Nc2cc(C)on2)c([N+](=O)[O-])cc1OC
compound no. | 17 | 18 | 19 | 20 | 21 | 22 | 23 | 24
SIAH1 antagonists | 1% | 0% | 9% | -10% | -5% | -4% | -1% | 5%
XIAP displacement | -4.1% | -2.2% | -5.9% | . | -3.1% | 0.6% | -5.0% | -3.3%
human PMI inhibitors | 1% | -6% | -1% | . | -5% | 12% | 1% | 0%
P. falciparum M1AAP | 6% | -6% | 1% | 5% | 0% | 17% | 6% | 8%
West Nile antiviral | 0.3% | 0.3% | 0.4% | -0.6% | -0.8% | -0.1% | 0.5% | -0.6%
Salmonella PhoP GFP | 9% | 13% | 4% | -8% | 3% | -5% | 5% | -9%
Yfh1-off respiration | i | i | i | i | i | i | i | i
CSM14.1 death rescue | -1.9% | -0.3% | -1.7% | . | 1.1% | -0.5% | 2.1% | 1.2%
M17LAP inhibition | 14% | -15% | 22% | 3% | 3% | -9% | -3% | 5%

Screen by screen, quoted from above:
Entries 18 to 24 in P. falciparum M1AAP read -6%, 1%, 5%, 0%, 17%, 6%, 8%

Later entries
25) CC1(C)Cc2ccccc2C(NNC(=O)c2ccccc2)=N1
26) c1ccc(CCN2CN=C(Nc3nc4ccccc4o3)NC2)cc1
27) CC(C)n1cc(/C=C2/SC(=O)N(CC(=O)Nc3ccc4c(c3)OCO4)C2=O)c2ccccc21
28) CC(C)(C)c1ccc(OCCOCCn2cnc3ccccc3c2=O)cc1
29) CC(C)CN(C(=O)COC(=O)c1nc(Cl)ccc1Cl)C1CCS(=O)(=O)C1 (stereo unspecified)
30) Cc1ccc(Cn2ncc(Cl)c(Cl)c2=O)cc1
31) CCn1c(SCC(=O)NCC2CCCO2)nc2c(c1=O)SC(C)C2 (stereo unspecified)
32) CN(C)c1ccc(N=Cc2nc(-c3ccccc3)oc2OC(=O)c2cccc(Cl)c2)cc1
compound no. | 25 | 26 | 27 | 28 | 29 | 30 | 31 | 32
SIAH1 antagonists | -3% | 0% | 0% | 4% | 7% | 9% | 4% | -7%
XIAP displacement | -6.4% | -5.0% | -3.0% | -9.9% | -4.3% | -3.9% | -4.8% | -7.6%
human PMI inhibitors | 2% | 6% | 3% | 0% | -4% | -6% | 0% | -7%
P. falciparum M1AAP | 9% | -5% | 0% | 7% | 1% | 3% | 3% | -1%
West Nile antiviral | 0.2% | 0.1% | 11% | -1.0% | 0.0% | 1.9% | 0.2% | -0.7%
Salmonella PhoP GFP | 0% | 0% | -5% | -3% | -1% | 15% | 12% | -5%
Yfh1-off respiration | i | i | i | i | i | i | i | i
CSM14.1 death rescue | -0.4% | 2.1% | 0.7% | 1.6% | 0.0% | 1.0% | . | -1.5%
M17LAP inhibition | 7% | 7% | -1% | -2% | 6% | -12% | 7% | -10%

33) C=CCc1cccc(/C=N/n2cnnc2)c1O
34) O=C(Nc1n[nH]c(C(F)(F)F)n1)C1CC1
35) Cc1ccc(-c2ccc(/C=N/c3ncn[nH]3)o2)cc1Cl
36) CCC(=O)N1CCc2cc(S(=O)(=O)NC(Cc3ccccc3)C(=O)NC3CCCC3)ccc21 (stereo unspecified)
37) CCC1CCCCN1C(=O)COC(=O)c1n[nH]c2ccccc12 (stereo unspecified)
38) CCn1c(=N)n(CC(O)COc2ccc(C)cc2)c2ccccc21 (stereo unspecified)
39) CCCCn1c(=O)c(CCC(=O)OCC(=O)NC(C)c2ccccc2)nc2ccccc21 (stereo unspecified)
40) CCN(CCO)c1nc(SC)nc2c1sc1nc(-c3ccco3)c3c(c12)CCC3
compound no. | 33 | 34 | 35 | 36 | 37 | 38 | 39 | 40
SIAH1 antagonists | -6% | 11% | -4% | 4% | 0% | 6% | -2% | -10%
XIAP displacement | -0.2% | -6.5% | -6.9% | -2.5% | -9.6% | . | 17% | -16%
human PMI inhibitors | 11% | 0% | -5% | -6% | -6% | . | 4% | -3%
P. falciparum M1AAP | 9% | 5% | 19% | 0% | 18% | 3% | 8% | 20%
West Nile antiviral | 0.1% | -0.1% | -0.3% | -0.4% | 0.1% | -0.1% | -0.1% | 0.6%
Salmonella PhoP GFP | 2% | 8% | 9% | -6% | -4% | -4% | 5% | 1%
Yfh1-off respiration | i | i | i | i | i | i | i | i
CSM14.1 death rescue | -1.4% | 0.1% | -2.2% | -0.6% | 4.1% | . | 1.1% | -2.2%
M17LAP inhibition | 9% | 4% | 5% | 4% | 17% | 10% | -2% | 0%

41) Cc1cc(-c2nnc(-c3cccc(Cl)c3)o2)no1
42) Nc1oc2ccccc2c(=O)c1C=O
43) Cc1cc(C)nc(SCC(=O)Nc2ncc3c(n2)CC(C)(C)CC3=O)n1
44) COc1cccc(CNC(=O)CCS(=O)(=O)c2cccc3nonc23)c1
45) CCn1c(=S)[nH]c2cc(C(=O)OC)ccc2c1=O
46) CCOC(=O)C1=C(N)Oc2c(oc(CO)cc2=O)C1c1ccc(F)cc1 (stereo unspecified)
47) Cc1ccc(C(=O)CC2(O)C(=O)N(Cc3ccc4c(c3)OCO4)c3ccccc32)cc1 (stereo unspecified)
48) Cc1ccccc1CS(=O)(=O)c1cn(CC(=O)N2CCC(C)CC2)c2ccccc12
49) COC(=O)N/N=C/c1ccc(-c2cccc(Cl)c2)o1
50) COc1ccc(Cl)cc1C(=O)NCC(C)C
51) O=C(c1ccco1)N1CCN(C(c2ccc(Cl)cc2)c2nnnn2CC2CCCO2)CC1 (stereo unspecified)
compound no. | 41 | 42 | 43 | 44 | 45 | 46 | 47 | 48 | 49 | 50 | 51
SIAH1 antagonists | 7% | -4% | 1% | 1% | 0% | 1% | -5% | 4% | 10% | -1% | 1%
XIAP displacement | . | -6.7% | -3.6% | -3.9% | -1.5% | -8.9% | -13% | -9.5% | -6.9% | 1.4% | -2.7%
human PMI inhibitors | . | -4% | 5% | 0% | 1% | 28% | 19% | 1% | 2% | -3% | -34%
P. falciparum M1AAP | -2% | 0% | 4% | -1% | 5% | 5% | 3% | 10% | 8% | 4% | 12%
West Nile antiviral | 0.3% | -0.7% | 0.0% | 1.2% | -0.1% | 0.7% | -0.3% | -0.4% | -1.1% | -0.4% | -0.1%
Salmonella PhoP GFP | -12% | 3% | 1% | 6% | -11% | -5% | -11% | -1% | -1% | -5% | -2%
Yfh1-off respiration | i | i | i | i | i | i | i | i | i | i | i
CSM14.1 death rescue | . | -0.2% | -1.5% | -0.4% | -1.4% | 0.1% | 0.4% | -2.3% | -0.8% | -0.2% | -5.2%
M17LAP inhibition | 4% | 2% | 1% | 0% | -1% | -2% | 12% | 10% | 17% | -6% | -2%

Filtered by structure: the entries above with a nitro group on carbon.
20) O=[N+]([O-])c1cccc(COc2ncnc3cc([N+](=O)[O-])ccc23)c1
24) COc1cc(C(=O)OCC(=O)Nc2cc(C)on2)c([N+](=O)[O-])cc1OC
compound no. | 20 | 24
SIAH1 antagonists | -10% | 5%
XIAP displacement | . | -3.3%
human PMI inhibitors | . | 0%
P. falciparum M1AAP | 5% | 8%
West Nile antiviral | -0.6% | -0.6%
Salmonella PhoP GFP | -8% | -9%
Yfh1-off respiration | i | i
CSM14.1 death rescue | . | 1.2%
M17LAP inhibition | 3% | 5%
